Source: PubChem
ROC1-CUL1 inh = inhibitors of human ROC1-CUL1 ubiquitin ligase activity; in vitro K48 di-Ub FRET, acceptor:donor ratio, 45 min; inhibition, % at 10 µM; 140,000 compounds, 0.6% hits; AID 1347404, 2020; in the data active = inhibition above about 25%
Target sequence (P62877 whole entry, looked up): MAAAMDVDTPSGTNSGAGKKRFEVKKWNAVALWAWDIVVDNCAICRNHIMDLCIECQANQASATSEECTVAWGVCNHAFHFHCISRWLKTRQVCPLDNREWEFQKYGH
Target sequence (Q13616 whole entry, looked up): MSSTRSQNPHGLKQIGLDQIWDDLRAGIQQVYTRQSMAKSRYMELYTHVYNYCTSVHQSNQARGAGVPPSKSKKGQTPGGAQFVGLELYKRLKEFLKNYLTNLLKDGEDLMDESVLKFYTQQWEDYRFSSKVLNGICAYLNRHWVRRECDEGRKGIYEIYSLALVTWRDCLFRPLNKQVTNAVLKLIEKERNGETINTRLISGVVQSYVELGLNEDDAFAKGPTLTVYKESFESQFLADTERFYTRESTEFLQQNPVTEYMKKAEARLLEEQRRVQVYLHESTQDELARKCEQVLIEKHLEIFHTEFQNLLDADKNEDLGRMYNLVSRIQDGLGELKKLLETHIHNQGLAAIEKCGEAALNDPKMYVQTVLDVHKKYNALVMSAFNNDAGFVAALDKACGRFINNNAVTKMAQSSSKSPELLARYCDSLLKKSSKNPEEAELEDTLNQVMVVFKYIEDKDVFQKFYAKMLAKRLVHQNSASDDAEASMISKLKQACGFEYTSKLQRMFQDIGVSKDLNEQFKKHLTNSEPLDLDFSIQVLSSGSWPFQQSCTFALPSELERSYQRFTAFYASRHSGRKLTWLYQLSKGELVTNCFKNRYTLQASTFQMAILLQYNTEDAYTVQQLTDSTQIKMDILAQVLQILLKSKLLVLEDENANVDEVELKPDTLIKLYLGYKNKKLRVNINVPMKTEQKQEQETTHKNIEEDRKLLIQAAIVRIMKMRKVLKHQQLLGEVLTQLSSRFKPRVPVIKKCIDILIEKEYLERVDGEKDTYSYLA
An asterisk follows results filed as active. Not all compounds are listed. The share of hits here may be higher or lower than overall.

The first 5 records, to show the layout:
SMILES	ROC1-CUL1 inh
CCOC(=O)c1c(Nc2ccc(O)cc2)nnc(-c2ccccc2)c1-c1ccccc1	7.2
O=C(Oc1ccccc1C(=O)Oc1ccccc1)c1cccnc1	-4.5
Cc1cccc(N2C(=O)NC(=O)C(C=Nc3ccc4[nH]c(=O)[nH]c4c3)C2=O)c1 (stereo unspecified)	9.2
N#CC1C(=N)Oc2n[nH]c(-c3ccccc3F)c2C1c1ccc(Cl)cc1 (stereo unspecified)	0.5
O=C(c1ccc2oc(Cc3ccccc3)nc2c1)N1CCC(N2CCOCC2)CC1	-3.0

The whole of this part, previewed entries included:
SMILES	ROC1-CUL1 inh
CCOC(=O)c1c(Nc2ccc(O)cc2)nnc(-c2ccccc2)c1-c1ccccc1	7.2
O=C(Oc1ccccc1C(=O)Oc1ccccc1)c1cccnc1	-4.5
Cc1cccc(N2C(=O)NC(=O)C(C=Nc3ccc4[nH]c(=O)[nH]c4c3)C2=O)c1 (stereo unspecified)	9.2
N#CC1C(=N)Oc2n[nH]c(-c3ccccc3F)c2C1c1ccc(Cl)cc1 (stereo unspecified)	0.5
O=C(c1ccc2oc(Cc3ccccc3)nc2c1)N1CCC(N2CCOCC2)CC1	-3.0
COc1ccc(-n2ncc(C(=O)N3CCN(C4CCCCC4)CC3)c2C2CCN(C(=O)OC(C)(C)C)CC2)cc1	-7.0
C[C@H](Nc1c(F)c(F)c2nc3c(cc2c1F)c(-c1ccccc1)nn3-c1ccccc1)c1ccccc1	-4.7
COc1ccc(NC(=O)Cn2c(=O)n(-c3ccc(OC)cc3)c(=O)c3ccc(C(=O)NCc4ccc(C)cc4)cc32)cc1	2.2
Nc1c(C(=O)Nc2ccccc2)sc2nc3c(cc12)CN(Cc1ccccc1)CC3	7.2
CCOC(=O)C1C(=O)/C(=C/c2ccc(OCC(=O)O)cc2)SC1=Nc1ccc(C)cc1 (stereo unspecified)	-3.2
COc1ccc(-c2cc(C(=O)Oc3ccccc3)c3cc(C)ccc3n2)cc1	-1.3
CCN(CC)c1ccc2oc(=O)c(C)nc2c1	3.9
Cc1cccc2c1NC(C)(C)c1ssc(=Nc3cc(Cl)ccc3Cl)c1-2	3.0
CN(C)Cc1ccccc1Sc1ccccc1	-3.5
CCS(=O)(=O)c1ncc(N(Cc2cccc(F)c2)Cc2ccco2)c(C(=O)Nc2ccccc2Cl)n1	-3.3
CC(O)Cc1cn(C2CCN(c3nnnn3-c3ccccc3)CC2)nn1 (stereo unspecified)	2.0
C#CCOc1ccc(-c2nnc(Nc3cccc(C)c3)c3ccccc23)cc1	12.4
CCOc1c(Cl)cc(Cl)cc1CNCC1CCNCC1	-0.3
Cc1cc(C)cc(NS(=O)(=O)c2ccc(-n3cccn3)cc2)c1	-9.8
Cn1c(=O)c2c(nc(N3CCCCCC3)n2Cc2ccccc2F)n(C)c1=O	-4.6
COC(=O)CCC(=O)NNC(=O)CCC(=O)Nc1cc(C)ccc1C	-1.7
COc1ccc(S(=O)(=O)N(CCc2ccccc2)CC(=O)Nc2ccc(C)c(C)c2)cc1OC	0.3
CC(=O)Oc1ccccc1N(/C=C1\Sc2ccccc2C1=O)C(C)=O	1.1
Cc1ccc(-c2cc(C(=O)Nc3c(C(=O)c4ccccc4)oc4ccccc34)no2)cc1F	-2.0
COc1ccc(NC(=O)c2ccco2)cc1NC(=O)c1ccc(C)c(C)c1	-2.6
SMILES	ROC1-CUL1 inh
COC(=O)[C@@H](NC(=O)c1cc(Cn2ccnc2C(C)C)[nH]n1)C(C)C	-13.5
Cc1ccc2ccccc2c1/C=C\C#Cc1ccccc1	-1.1
CCOc1cc(CNc2ccc(NC(=O)C(C)C)cc2)cc(Cl)c1OC	-11.1
Cn1c(SCC(=O)Nc2nc3ccccc3s2)ncc(C(=O)Nc2ccc(F)cc2)c1=O	1.4
Nc1c(-c2nc(-c3ccc(Cl)cc3)no2)nnn1-c1ccc(C(F)(F)F)c(Cl)c1	8.5
Cc1ccccc1NC(=O)CSc1nnc(COc2ccc(C#N)cc2)o1	-0.7
CCc1ccc(-n2sc3c(c2=S)-c2cc(OC)ccc2NC3(C)C)cc1	-6.2
CCCN(C(=O)NCc1noc2ccc(C)cc12)c1ccc(Cl)c(Cl)c1	1.1
CN1CCc2c(sc3c2C(=O)NC(c2ccc(OC(=O)c4ccccc4)cc2)N3)C1 (stereo unspecified)	13.6
O=C1CC(NCc2ccccc2F)CN1CCc1ccccc1 (stereo unspecified)	-3.3
CC1CC(C)(C)Nc2ccc(OC(=O)CN3C(=O)c4ccccc4C3=O)cc21 (stereo unspecified)	-0.6
CC(C)(Oc1ccc(CCNC(=O)c2ccc(-c3ccc(Cl)cc3)o2)cc1)C(=O)O	1.5
Nc1ccc2c(c1)C(=O)Cc1ccccc1S2	-9.4
Cc1ccc(CS(=O)(=O)NC2CCCCCC2)cc1	11.1
CCOC(=O)c1c(C)oc2ncnc(Nc3cccc(C(F)(F)F)c3)c12	0.2
CCOC(=S)SCC(=O)Nc1ncc(C)s1	21.5
CCN(CC)S(=O)(=O)c1ccc(OC)c(C(N)=O)c1	10.6
CN(CC1CCCN(CCc2ccc(F)cc2)C1)C(=O)CN1CCCCCC1 (stereo unspecified)	-5.7
CCOc1cccc(C(=O)Nc2ccc(N3CCN(C(=O)C(C)C)CC3)c(Cl)c2)c1	2.8
CCN(CC)CCN(C(=O)c1ccco1)c1nc2ccc(Br)cc2s1	-0.5
COc1ccc(/C=N/NC(=O)CSc2ccccc2)cc1OC	3.5
COc1ccc(C(=S)N2CCCC2)cc1	-0.3
CCn1c(CCCCc2n[nH]c(=S)n2CC)n[nH]c1=S	-1.1
C=CCn1c(C(O)CC)nc2ccccc21 (stereo unspecified)	8.2
N#CC1C2=C(CCCC2)C(=S)n2c1nc1ccccc12 (stereo unspecified)	-8.4

A different layout for some results above.
ROC1-CUL1 inh,Structure
1.5,CC(C)(Oc1ccc(CCNC(=O)c2ccc(-c3ccc(Cl)cc3)o2)cc1)C(=O)O
-9.4,Nc1ccc2c(c1)C(=O)Cc1ccccc1S2
-0.7,Cc1ccccc1NC(=O)CSc1nnc(COc2ccc(C#N)cc2)o1
11.1,Cc1ccc(CS(=O)(=O)NC2CCCCCC2)cc1
13.6,CN1CCc2c(sc3c2C(=O)NC(c2ccc(OC(=O)c4ccccc4)cc2)N3)C1 (stereo unspecified)
-6.2,CCc1ccc(-n2sc3c(c2=S)-c2cc(OC)ccc2NC3(C)C)cc1

Continuation.
SMILES	ROC1-CUL1 inh
CC(C)C(=O)NC(=S)Nc1ccc(S(=O)(=O)N=C(N)N)cc1	10.1
O=C(O)CCC1=C2c3ccccc3CCN2C(=O)CC1	-1.5
O=C(NC1CCC(O)CC1)c1cccc(OC2CCN(Cc3ccncc3)CC2)c1 (stereo unspecified)	5.0
COc1cccc(-c2cnc(-c3ccncc3)nc2C2CCN(Cc3ccc(F)c(OC)c3)CC2)c1	2.4
CCOc1ccccc1NC(=O)C(=O)NCC(c1cccnc1)N1CCN(c2ccccc2)CC1 (stereo unspecified)	3.1
CCOC(=O)C1=Nc2c(ncnc2N(C)C)SC1C(C)=O (stereo unspecified)	1.2
Cc1ccc(-c2nc(NC(=O)c3cncc(Br)c3)sc2C)cc1	5.0
Fc1ccc(Sc2ccccc2CNC2=NCCN2)cc1	-6.6
Cc1ccccc1C1(CC(=O)N2CCN(CC(=O)N(C)C)CC2)CC(=O)N(Cc2ccccc2)C1=O (stereo unspecified)	8.0
COc1ccc(CNC(=O)CN(c2ccc(OC)cc2)S(=O)(=O)C2C(=O)NC(=O)N=C2C)cc1 (stereo unspecified)	0.7
COc1ccc(C(=O)NNC(=O)CSc2nnc(C)n2-c2ccc(C)cc2)cc1	-2.8
Cc1ccc(-c2cnnc(NCc3cc(C(F)(F)F)ccc3F)n2)o1	9.4
COCCN1C(=O)C(Cc2ccc(-c3cccc(C(=O)O)c3)o2)=NC1=S	34.9*
CCCCS(=O)(=O)N1CCCC(C(=O)Nc2ccc(F)cc2)C1 (stereo unspecified)	4.1
CCCc1[nH]nc2c1C(c1cc(OC)c(OC)cc1OC)C(C#N)C(=N)O2 (stereo unspecified)	6.1
COc1cc(Br)ccc1NS(=O)(=O)c1ccc(Cl)cc1	4.0
Cc1ccc2c(c1)c1c(c(=O)n(-c3ccccc3C)c(=O)n1CC(=O)NCc1ccccc1)n2C	-4.3
CN1CCC(OC(=O)COc2ccccc2)CC1	2.2
OCc1ccc(-c2ccccc2)c(-c2ccccc2)c1	-1.5
O=C(CC(c1cccc(O)c1)c1ccccc1O)N1CCN(C2CCCC2)CC1 (stereo unspecified)	-8.3
CSc1nc(SC)c2c3c(sc2n1)CCCC3	-8.8
COC(=O)c1c(NC(=O)CSc2ncnc3sc(-c4ccccc4)cc23)sc2c1CCC2	-8.7
CCOc1cccc(C(=O)n2nnc3ccccc32)c1	0.7
CCCC(C)NC(=O)c1ccc(N(C)S(=O)(=O)CC)cc1 (stereo unspecified)	-5.6
Cc1ccc(C)c(S(=O)(=O)NCc2ccc(C(=O)O)cc2)c1	-1.9
SMILES	ROC1-CUL1 inh
CCOc1ccccc1CNc1ncnc2c1nc1n2CCCC1	10.9
Cc1ccc(SCc2nc(-c3ccc(C(=O)NCc4ccccc4Cl)cc3)oc2C)cc1	0.7
Cn1nc([N+](=O)[O-])nc1NCCNc1nc([N+](=O)[O-])nn1C	2.1
COc1cc(-c2noc(CN3CCN(c4ccccc4)CC3)n2)cc(OC)c1OC	-7.0
COC1=CC(=O)OC1(Sc1ccccc1)C(/C=C/c1ccccc1)OC (stereo unspecified)	-2.1
C=C(C)COc1ccccc1NC(=O)c1ccc(C)cc1	4.7
COc1cccc(N2CC(C(=O)N3CCCCC3C)CC2=O)c1 (stereo unspecified)	-0.8
CN1CCC(c2ccc3c(c2)CSc2sccc2C3=O)CC1	1.3
BrC1CC2OC2CC1Br (stereo unspecified)	12.5
C#CCCN1C(=O)c2ccccc2C1=O	0.5
O=C(CCn1ccc(=O)[nH]c1=O)NC1CCCN(CCc2ccccc2)C1 (stereo unspecified)	8.0
Fc1ccc(-c2csc(NCCc3ccccc3)n2)cc1	2.9
CCOC(=O)c1c(NC(=O)COc2cccc(C)c2C)sc(C(C)=O)c1C	-3.9
CC1CCN(C(=O)CSc2nnc(-c3ccccc3Cl)o2)CC1	1.6
COC(=O)c1ccccc1C(=O)N1CCC(c2nc(-c3cccnc3)ncc2-c2ccccc2C)CC1	8.4
Cc1cnn(CC(=O)Nc2ccn(Cc3ccccc3)n2)c1	1.8
COc1ccc(C2(c3ccc(OC)cc3OC)C=Cc3c(ccc4ccccc34)O2)c(OC)c1	0.1
Cc1ccccc1N=C1S/C(=C\c2cccc(O)c2)C(=O)N1c1ccccc1C	4.9
CC1=C(C(=O)N2CCC(N3CCC(C(=O)NCC4CCCO4)CC3)CC2)OCCO1 (stereo unspecified)	5.3
Cc1csc2nc(COC(=O)c3ccccc3NC(=O)c3ccccc3Cl)cc(=O)n12	5.5
O=c1[nH]c2ccc([N+](=O)[O-])cc2n2c(-c3ccccc3)nnc12	-6.0
COc1ccc(C)cc1NC(=O)c1c(C)noc1C	-4.7
Cc1cccc(C)c1NC(=O)c1cnoc1C	4.5
CCc1ccc(-c2[nH]nc3nc(-c4ccc(OC)cc4)cc(C(=O)NCCCOC)c23)cc1	-3.7
CN(Cc1cnccn1)C(=O)c1csc2nc(-c3ccc(Cl)cc3)cn12	1.0
SMILES	ROC1-CUL1 inh
Cc1cccc(N2CCN(C(=O)c3cc4ccc5cccnc5c4[nH]3)CC2C)c1 (stereo unspecified)	1.3
CCOc1cc(C(=O)NCC(c2ccc(N(C)C)cc2)N2CCOCC2)cc(OCC)c1OCC (stereo unspecified)	4.2
Nc1ccc(C(=O)N2CCN(c3cccc(Cl)c3Cl)CC2)c(C(=O)O)c1	5.1
CC(C)(C)c1cc(CNC(=O)c2ccc(COc3ccccc3Cl)cc2)[nH]n1	2.0
CCCc1cc(C(=O)Nc2ccccc2Br)n(C)n1	2.7
O=S(=O)(NCCN1CCCCC1)c1ccc2c(c1)OCCO2	13.3
CC(C)c1ccc(NC2CCCN(C(=O)CCc3cccnc3)C2)cc1 (stereo unspecified)	8.5
Cc1ccc(-n2c(SCC(=O)Nc3ccccc3C(F)(F)F)nc3sc4c(c3c2=O)CCCC4)cc1C	-4.1
c1ccc2c(NC3CCCC3)ncnc2c1	4.7
Cc1[nH]nc2c1C(c1ccc(C(C)C)cc1)C(C#N)C(=N)O2 (stereo unspecified)	-1.7
COc1cc(OC)c(C(=O)Nc2ccccc2C)cc1OC	-1.6
CC1=Nc2ncnn2C(c2ccccc2Br)C1C(N)=O (stereo unspecified)	5.0
COc1cccc(C(=O)NCC(c2ccc(N(C)C)cc2)N2CCc3ccccc32)c1 (stereo unspecified)	-10.4
CC(=O)Oc1cccc(C(=O)Nc2nnc(C3CCCC3)s2)c1	0.4
O=C1CC(C(=O)NC2=NCCS2)=NC(=O)N1	1.7
Cc1cc(Br)ccc1NC(=O)c1sc2nc(-c3ccncc3)ccc2c1N	4.4
CCc1c(C)sc(NC(=O)C2CCC2)c1C#N	2.0
O=C(NC(Cc1ccccc1)N1C(=O)c2ccccc2C1=O)N1CCCc2ccccc21 (stereo unspecified)	7.6
CC(C)(C)CC(C)(C)NC(=O)C1CCN(C(=O)c2ccccc2F)CC1	1.8
Cc1ccc2c(C)c(C(=O)N3CCN4CCCC4C3)oc2c1C (stereo unspecified)	-0.3
O=C1NC2(CCCCCC2)Oc2ccccc21	-0.9
CC(=O)N1CCc2c(sc3c2c(=O)n(-c2ccccc2)c(=O)n3CC(=O)Nc2cccc(C)c2)C1	1.4
CN(CCCCN1CCOCC1)C(=O)CCc1nnc(CCCCc2ccccc2)o1	8.7
c1ccc(-c2sc3nc4ccccc4n3c2-c2ccccc2)cc1	0.9
COc1ccc(CCNC(=O)c2ccc(Cn3c(=O)c4ccccc4n(CC(=O)C(C)(C)C)c3=O)cc2)cc1OC	-2.6
SMILES	ROC1-CUL1 inh
CCOC(=O)C1NC(=O)C(C)C1C(=O)OCC (stereo unspecified)	-6.7
COC(=O)C(CCSC)NC(=O)CCc1nnc(-c2ccc(C)s2)o1 (stereo unspecified)	6.0
Cc1nc(SCC(=O)Nc2ccc(C(=O)O)cc2)n[nH]1	-3.9
COc1ccc(-n2nnc(C(=O)Nc3ccc(-n4nncc4C)cc3)c2C)cc1	3.9
CN(C)CC(=O)NCc1cccnc1Oc1ccccc1	-1.9
c1ccc(CSc2nc(SCc3ccccc3)c3c4c(sc3n2)CCCC4)cc1	1.2
